CFTR F508del cor: F508del CFTR correction, initial screen, CFBE line, single point. 0.36% of 350,000 active. CFBE cells, YFP halide quenching; stimulated with forskolin plus potentiator P3; % fluorescence drop versus neutral controls. activity (quench increase), % at 7.58 µM. AID 720511, 2013;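 active = mean added fluorescence quench of at least 8% versus neutral control, with both replicates also reaching 8%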;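 also: cells transiently co-express mutant CFTR-F508del with the halide-sensitive YFP; corrector assay measuring rescue of mutant channel to the surface after 24 h compound exposure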
RAD52 inh: RAD52 DNA annealing inhibitors, primary screen, biochemical, FRET, single point, set 2. recombinant RAD52 DNA annealing, FRET fluorescence. inhibition, % at 18.7 µM. 0.46% of 360,000 active. AID 651710, 2012;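 active = every replicate showing at least 50% inhibition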
Xi reactivation: activators of inactive X chromosome reactivation, primary screen, imaging, XiGFP fibroblasts, GFP high-content imaging, set 2; activation, % at 7.58 µM; 0.055% of 360,000 active; AID 743238, 2013; XiGFP mouse fibroblasts, % GFP-positive cells imaging, 3 d; cells co-treated with 5-aza-dC sensitizer; scaled so ellipticine positive control = 100%;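 active = mean normalized replicate activation at least 10% and every replicate at or above 10%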;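 also: 0% = median of on-plate neutral control wells and 100% = ellipticine 6 µM median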
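System: 68-5-11 XiGFP fibroblast line; Timing: 3 days compound exposure; Compound dosing: one concentration, pinned; Benchmarks: positive control ellipticine, 6 µM final; Buffer or medium: DMEM containing 5-aza-dC.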
RAD54 inh: inhibitors of human RAD54 branch migration, primary screen, biochemical, fluorescence, single point; RAD54 Holliday junction branch migration, FAM/BHQ fluorescence; inhibition, % at 10.4 µM; 0.14% of 360,000 active;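 active = mean normalized replicate activity at least 40 and at least half of replicates scoring 40 or more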;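 also: 0% = median of neutral control wells and 100% = median of positive control wells; inhibitors cause a drop in the FAM fluorescence signal; in these data hits start at about 50%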
Target sequence (Q92698 whole entry, looked up): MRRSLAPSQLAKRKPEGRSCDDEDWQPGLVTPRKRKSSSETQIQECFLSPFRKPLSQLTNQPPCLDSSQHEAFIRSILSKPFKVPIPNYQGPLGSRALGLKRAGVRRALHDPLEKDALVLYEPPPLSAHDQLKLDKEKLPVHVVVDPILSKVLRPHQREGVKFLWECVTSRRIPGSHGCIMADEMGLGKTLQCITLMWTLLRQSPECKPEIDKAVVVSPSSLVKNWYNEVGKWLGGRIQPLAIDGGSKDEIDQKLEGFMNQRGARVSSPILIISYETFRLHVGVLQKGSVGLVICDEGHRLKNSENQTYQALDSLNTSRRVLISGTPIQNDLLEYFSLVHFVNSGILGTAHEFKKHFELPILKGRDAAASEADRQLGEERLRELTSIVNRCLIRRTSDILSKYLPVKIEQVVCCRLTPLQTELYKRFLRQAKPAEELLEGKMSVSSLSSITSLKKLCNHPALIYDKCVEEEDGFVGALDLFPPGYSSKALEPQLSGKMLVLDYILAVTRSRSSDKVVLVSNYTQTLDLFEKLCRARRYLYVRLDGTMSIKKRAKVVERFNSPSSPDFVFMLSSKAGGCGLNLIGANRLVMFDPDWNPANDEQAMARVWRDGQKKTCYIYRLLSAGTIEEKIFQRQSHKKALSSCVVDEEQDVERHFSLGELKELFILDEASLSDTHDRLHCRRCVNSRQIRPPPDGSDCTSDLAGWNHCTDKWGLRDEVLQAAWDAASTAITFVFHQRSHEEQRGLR
ARNT-TACC3 inh: disruptors of ARNT/TACC3 protein interaction, primary screen, biochemical, AlphaScreen, single concentration | AlphaScreen His-ARNT PAS-B/GST-TACC3 binding, luminescence; TACC3 fragment carries E629A point mutation | 0.66% of 390,000 active | AID 623870, 2012 | inhibition, % at 9.99 µM;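 active = mean inhibition of replicates at least 50% and at least half of replicates each reaching 50%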;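 also: 0% = complete ARNT plus TACC3 wells and 100% = ARNT alone without TACC3; many hits fall short of the cut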
ERAP1 inh: human ERAP1 aminopeptidase inhibitors, primary screen, biochemical, single point, plate reader; recombinant ERAP1, Leu-AMC fluorescence, 60 min; Endoplasmic reticulum aminopeptidase 1 (Homo sapiens), Q9NZ08; inhibition, % at 10.7 µM; 0.15% of 340,000 active; AID 652197, 2013;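 active = mean replicate inhibition of at least 30%, or all replicates individually reaching that 30% level; inactive = mean below 30% and not every replicate reaching it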;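 also: 0% = neutral control wells and 100% = L-leucinethiol positive control wells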
esBAF inh: Bmi1 luciferase reporter increase in mESCs, primary screen, esBAF inhibitor project, mouse ES cells, Bmi1 luciferase knock-in, single point; 24 h; 100% = twice the neutral-well signal; reporter increase, % at 12.5 µM; 2% of 350,000 active; AID 602393, 2012; in the data active = activation above about 40%;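 also: 0% = median of the plate's neutral control wells and 100% = double that signal; a rise in the Bmi1 reporter signal indicates esBAF inhibition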
INS-1E GSIS act: GLuc luminescence reporter in INS-1E cells, primary screen for activators of glucose-dependent secretion of insulin; activation, % at 16.6 µM; 0.61% of 370,000 active; INS-1E GLuc reporter insulin secretion, 2-3 h; AID 743287, 2014;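 active = lowest replicate activation of at least 40%, so every replicate reaches that level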;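 also: 0% = median of neutral control wells and 100% = median of IBMX positive control wells; some compounds called inactive have numbers as strong as hits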
The depositor's hits bear a star; / = not tested or not shown; & = joins results of further samples. An unsorted share of the library (roughly 3.3% active in at least one column).

SMILES	CFTR F508del cor	RAD52 inh	Xi reactivation	RAD54 inh	ARNT-TACC3 inh	ERAP1 inh	esBAF inh	INS-1E GSIS act
COc1cc(C(=O)OC(C)C(=O)N2CCCC2)cc2c1OCCO2 (centres undefined)	4.0	-12	0.3	3	-4	-2	2	/
CC(=O)N(C)c1ccc(N=Nc2c(C)[nH]n(-c3ccccc3)c2=O)cc1	3.1	-6	0.0	-12	10	1	-11	8
COc1ccc(S(=O)(=O)NCC(c2ccco2)N2CCc3ccccc32)cc1 (centres undefined)	-3.3	2	-0.7	/	2	1	/	-21
CN(C)C(=O)c1cccc(-c2ccc(C3[C@H]4CNC[C@@H]3N4C(=O)Nc3cccc(Cl)c3)cc2)c1 (some centres undefined)	-0.2&2.6	-65	0.1&0.1	/	/	0	/	-1&-10
COC(=O)c1ccsc1NC(=O)CS(=O)(=O)c1ccccc1	-0.9	-15	0.0	15	-3	-9	12	24
Cc1cc(NC(=O)C2CCCC2)n(-c2nc3ccccc3[nH]2)n1	/	/	/	1	-5	/	2	71
Cc1cc(C)n(C(=O)c2cccc(S(=O)(=O)N3CCCC3)c2)n1	/	/	/	1	-5	/	-1	14
O=C(CSc1nnnn1C1CCCCC1)N1CCOCC1	1.6	-3	0.2	/	-5	5	/	7
CC1(C)CN=C(N(C(=O)Nc2ccccc2)c2ccccc2F)S1	-1.2	2	0.1	-9	-12	/	/	4
C[C@@H](NC(=O)C[C@H]1C[C@@H]2c3cc(NC(=O)Nc4ccccc4F)ccc3O[C@@H]2[C@@H](CO)O1)c1ccccc1	-0.7	15	-0.1	-1	5	-1	8	-16
CCOC(=O)C[C@@H]1OC[C@H](C(C)C)N1S(=O)(=O)c1ccc(C)cc1	-0.1	5	0.1	/	/	5	/	3
CCC(C)c1ccccc1NS(=O)(=O)c1cnn(CC)c1 (centres undefined)	0.3	-1	0.0	10	-3	-1	0	9
Cc1cccc(NC(=O)Nc2ccc(Oc3c(F)c(F)c(F)c(F)c3F)cc2)c1	0.5	-5	/	-7	-2	-3	-12	-5
CN1[C@@H]2c3ccc(-c4ccccc4)c(=O)n3C[C@H]1[C@H](CO)[C@H]2C(=O)NCC1CC1	-0.2	10	0.2	-1	2	0	-4	29
CCOC(=O)CNC1CC(=O)N(c2cccc(Cl)c2)C1=O (centres undefined)	0.2	-16	/	-1	-45	0	-6	8
CSc1cccc(NC(=O)COc2ccccc2C)c1	2.0	-8	0.0	/	-6	-2	2	9
CCc1ccc(S(=O)(=O)Nc2nccs2)cc1	1.6	-28	0.0	-3	-3	-2	2	-3
Cc1ccc(S(=O)(=O)NCC(=O)N2CCN(c3ccccn3)CC2)cc1	/	/	/	-8	-1	/	-6	-4
C=CCC[C@H](CCCCC)OC(=O)/C=C/[C@@H](O)[C@H](O)C[C@@H](O)CC=C	-1.9	9	0.0	/	/	/	/	-34
Cc1ccc(S(=O)(=O)N2C[C@H]3[C@H]4C(=O)N(Cc5ccccc5)C(=O)[C@H]4CC(=O)[C@H]3[C@@H]2c2ccccc2Cl)cc1	-0.2	-7	-0.1	7	/	/	-2	-6
CCN1[C@H](C(=O)NCc2ccc(F)cc2)[C@@H](CO)[C@@H]2Cn3c(ccc(-c4ccccc4OC)c3=O)[C@@H]21	/	5	0.1	4	-2	-1	-1	-4
COc1ccc(NC(=O)N(C)C[C@@H]2OCCCC[C@@H](C)Oc3ccc(NS(=O)(=O)c4ccc(OC)cc4)cc3C(=O)N([C@@H](C)CO)C[C@@H]2C)cc1	-2.6	-4	0.0	/	/	20	/	-8
COc1cc(C2NC(=S)NC(c3ccccc3)=C2C(C)=O)cc(Br)c1OCC(N)=O (centres undefined)	-2.2	-23	0.3	/	-6	2	/	4
CCS(=O)(=O)Nc1ccc2c(c1)C(=O)N(C)[C@@H]1CC[C@@H](CC(=O)NC)O[C@H]1CO2	-0.5	/	0.2	/	/	/	-7	-1
COc1ccc(NC(=O)N(C)C[C@H]2Oc3ccc(NC(=O)C4CCCCC4)cc3CC(=O)N([C@H](C)CO)C[C@H]2C)cc1	-3.7	-2	-0.6	-2	5	-1	4	-9
CCCCN1C(=O)C(CC(=O)NCCc2ccccn2)CC(C(=O)N2CCOCC2)=C1C (centres undefined)	-2.1	-10	0.1	/	/	-4	-5	20
COC(=O)CCSCC(=O)Nc1ccc(S(=O)(=O)N2CCOCC2)cc1OC	-0.3	-13	-0.2	/	-3	0	-3	12
Cc1nc(S/C(=C/c2ccc(-c3ccc(C(=O)O)cc3)o2)C(=O)O)n[nH]1	2.3	-78	/	-11	18	/	-2	-14
CC(C)OC(=O)C1CC(C)(O)C(=O)C(C(=O)OC(C)C)C1c1ccc([N+](=O)[O-])cc1 (centres undefined)	1.7	2	0.1	/	-9	1	/	-6
O=C(NCCCN1CCOCC1)C(=O)NCC1OCCN1S(=O)(=O)c1ccc(F)cc1 (centres undefined)	-2.0	4	0.0	-3	9	-6	-3	10
CC(C)N1CCN(c2ccncc2S(=O)(=O)N2CCOCC2)CC1	/	/	/	-7	-3	/	-5	0
Cc1c(C)n(C)c2ccc(C(=O)NCCCN3CCN(c4ccccc4F)CC3)cc12	1.5	-73	0.0	6	7	0	-9	-1
O=C(NCC1CCCO1)c1cn(Cc2ccccc2)nc1-c1ccccc1 (centres undefined)	-1.4	-11	0.1	5	2	1	-8	9
N#Cc1c(-c2ccccc2)cc(-c2ccccc2)[nH]c1=O	3.3	-10	0.0	-1	1	3	-7	11
COC(=O)c1ccc2nc(-c3cccc(Cl)c3)c(CC3CCCCC3)n2c1	1.5	-29	0.1	/	/	-1	/	14
O=C(NCc1ccco1)/C(=C\c1cccs1)NC(=O)c1ccsc1	/	1	0.1	8	16	6	/	0
Cc1cccc(C(=O)O/N=C2\CCCc3ccccc32)c1	/	-8	/	-3	-4	5	10	6
COc1cc2nc(C3CCC3)n(NC(=O)C3CCCC(OC)C3)c(=O)c2cc1OC (centres undefined)	2.6	-8	/	-1	-4	-1	-1	11
O=C(C[C@@H]1C=C[C@@H](NC(=O)Nc2ccc3c(c2)OCO3)[C@@H](CO)O1)NCc1ccc2c(c1)OCO2	2.3	-15	-0.2	-6	7	7	-6	/
C[C@H](CO)N1C[C@H](C)[C@H](CN(C)Cc2ccccc2C(=O)O)Oc2cc(-c3ccc(C(=O)N(C)C)cc3)ccc2S1(=O)=O	1.8	-4	-0.9	13	2	-3	4	18
COc1ccc(CNC(=S)Nc2ccc3nc(N4CCN(C)CC4)cc(C)c3c2)cc1	1.2	47	-0.7	41	12	-1	/	-3
C[C@H]1CN([C@@H](C)CO)C(=O)CCCn2cc(nn2)CO[C@H]1CN(C)S(=O)(=O)c1ccc2c(c1)OCCCO2	0.8	13	-0.2	1	-12	-4	4	-2
O=C(NNC(=O)c1ccc[nH]1)Nc1cccc(C(F)(F)F)c1	0.7	-16	0.2	/	1	/	4	-23
O=C(NCc1nc2ccccc2[nH]1)C1=C[C@@H](c2ccccc2)C[C@@H](OCCCCO)O1	-1.4&-2.8	-104&-91	-0.1	1	-6	2&0	5	-11
COc1cc(Cc2nc3ccccc3n2C(C)c2nc3ccccc3[nH]2)cc(OC)c1 (centres undefined)	3.6	-52	0.2	/	/	/	/	-20
O=C1/C(=C\c2ccsc2)N2CCC1CC2	0.3	-10	0.1	-3	-5	0	0	0
c1ccc(Cn2c(Sc3nnnn3-c3ccccc3)nnc2-c2ccccc2)cc1	/	/	/	4	3	/	-1	4
O=C(CCc1nnc(-c2ccccc2)o1)c1ccc(Cl)cc1	2.0	6	0.3	4	-13	2	4	6
CCOC(=O)N(C)C[C@@H]1OCc2ccccc2-c2c(n(C)c3ccccc23)C(=O)N([C@H](C)CO)C[C@H]1C	-0.9	-15	-0.1&-0.1	2	/	-7	2	-5&-13
C[C@H]1CN([C@@H](C)CO)C(=O)CCCn2cc(nn2)CO[C@H]1CN(C)S(=O)(=O)c1cccc(C#N)c1	0.1	0	0.3	/	/	1	/	-3

Further records.
SMILES	CFTR F508del cor	RAD52 inh	Xi reactivation	RAD54 inh	ARNT-TACC3 inh	ERAP1 inh	esBAF inh	INS-1E GSIS act
C[C@H]1CN([C@@H](C)CO)C(=O)Cc2cc(NS(=O)(=O)c3ccccc3)ccc2O[C@H]1CN(C)CC1CCCCC1	4.1	4	0.3	5	-16	0	-2	4
CS(=O)(=O)N1Cc2ccccc2CC1C(=O)OCC(=O)NCc1ccccc1 (centres undefined)	-1.2	-25	0.0	1	7	0	-3	-5
Cc1ccc2nc(SCn3nnc4ccccc4c3=O)[nH]c2c1	-1.8	-14	0.2	9	-9	0	/	-10
COc1ccc(CNC(=O)C[C@H]2C=C[C@H](NC(=O)CN(C)C)[C@@H](CO)O2)cc1	-1.9	-8	-0.3	1	3	-1	0	-2
CCCCNC(C(=O)Nc1cccc(S(=O)(=O)N2CCOCC2)c1)c1ccccc1 (centres undefined)	-0.2	-19	0.1	/	-9	-4	/	6
O=C(Cn1nnc(-c2cccs2)n1)NCc1ccco1	-9.7	-2	0.2	/	2	0	/	-2
O=[N+]([O-])c1cccc(/C=C/CO)c1	-1.3	4	/	-2	-8	1	/	/
COc1ccc(NC(=O)Cn2c(NCC(C)O)nc3ccccc32)cc1Cl (centres undefined)	-3.9	-7	0.4	/	-6	0	/	15
CC(CNC(=O)Cn1ccc(N)nc1=O)c1ccccc1 (centres undefined)	0.7	-3	-0.3	0	-8	/	-4	1
Cc1ccc(C(=O)Nc2ccc3c(c2)OCO3)cc1NC(=O)c1ccco1	-4.5	-91	0.0	-3	-1	/	27	4
CCN(CC1CCCO1)C(=O)c1cc(COc2ccc(OC)cc2Cl)on1 (centres undefined)	1.5	7	-0.1	-10	4	-2	19	-6
CC(=O)Nc1ccccc1OCC(=O)NCCc1ccc(Cl)cc1Cl	/	-14	-0.1	/	21	5	5	-13
O=S(=O)(NCC(c1cccnc1)N1CCN(c2ccc(F)cc2)CC1)c1ccc(F)cc1 (centres undefined)	1.2	3	0.1	10	4	-1	-1	-17
CO[C@@H]1CN(C)C(=O)c2ccc(NC(=O)C3CCC3)cc2OC[C@H](C)N(Cc2ccc(F)cc2)C[C@H]1C	0.0	8	0.2	4	0	1	8	-11
CN1C(=O)/C(=C\c2cccc(OCc3ccccc3)c2)SC1=S	0.2	-19	0.0	-4	-5	2	0	5
CCNC(=O)C[C@@H]1CC[C@@H]2[C@H](COC[C@H](O)CN2Cc2ccc(Cl)c(Cl)c2)O1	1.3	7	0.2	3	-6	0	3	5
Cc1cc(C)cc(C(=O)NC(CC(N)=O)c2ccc(NCCN3CCCC3)c([N+](=O)[O-])c2)c1 (centres undefined)	-1.5	-9	0.1	0	4	-2	-1	/
O=C([C@@H]1[C@@H](CO)[C@@H]2Cn3c(ccc(C4=CCCC4)c3=O)[C@@H]2N1CC1CC1)N1CCCCC1	/	-22	1.4	0	0	-2	4	-1
